p53ts 39C kill = p53ts cell cytotoxicity, nonpermissive temperature | Potency, µM (highest dose often 46.1 µM), for the others: at the highest dose activity change, negative = cell killing, most hits filed as cytotoxic | 1.5% of 130,000 active | H1299-p53A138V viability at 39C, ATP luminescence, 24 h | AID 902; also: nearly all actives have a fitted effect of over 55% in size
Peg3 imprint = inducers of genomic imprint erasure in mouse ES cells. mouse ES Peg3-LacZ reporter, beta-gal luminescence, 40 h. 0.02% of 110,000 active. AID 1948. Potency, µM (series often up to 60.7 µM), inactives show top-dose activity change, positive = activation, usual class: activators;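 also: 0% = negative control wells on the plate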
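Each well holds 300 Peg3LacZ-Neo (maternal) female ES cells incubated 40 h at 37C, 5% CO2. LacZ is measured by BetaGlo luminescence, with AC50 and maximum efficacy derived from dose-response curves.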
IkB sig inh = inhibitors of IkB signaling in ABC-DLBCL cells | ABC-DLBCL IkBa-CBG/CBR dual luciferase ratio, 4 h; response scale: scaled: untreated 0%, proteasome inhibitor 100% | Potency, µM (top dose mostly 57.1 µM), without a hit: top-dose IkBa stabilization activation | 0.04% of 110,000 active | AID 445; active = well fitted curve in the direction sought with a large enough effect in the signal ratio, not every such curve was filed as active; inconclusive = small, poorly fitted or top-dose-only effect, or a change in a side signal; the % refers to the signal ratio;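 also: the direction sought is a rising ratio; 0% = basal untreated cells and 100% = reference inhibitor full response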
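In this assay, an IκBα–CBG68 fusion accumulates when IKK-driven degradation is blocked; native CBR normalizes for cell number. OCI-Ly3 cells were treated 4 h with compound and doxycycline, then green and red light read after Chroma-Glo addition.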
p53ts 32C tox = kills p53ts cells at the permissive temperature; H1299-p53A138V at 32C, ATP luminescence viability, 24 h; Potency, µM (top dose mostly 46.1 µM), without a hit: at the highest dose activity change, negative = cytotoxicity, hits mostly cytotoxic; 0.93% of 130,000 active;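 also: 0% = DMSO and -100% = full killing by reference compound; nearly all actives have a fitted effect of over 55% in size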
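ATP-content luminescence (ATPlite) read-out after 24 h compound exposure at 32C in H1299-p53A138V cells (600/well). Tested up to 46 uM. Normalized to DMSO (0%) and 100 uM tamoxifen (100% killing); Hill-fit AC50.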
* = called active by the depositor; ? = inconclusive; / = no result given; [ ] = dose if it differs, or a comment. Unless noted, calls follow the shape of the dose curve; as a rule, active = well fitted curve in the direction sought with a large enough effect; inconclusive = small, poorly fitted or top-dose-only effect, or another doubt; inactive = no such curve, though single readings can be large; an effect the other way counts as inactive or inconclusive. Unless noted, % is scaled to controls: 0 for no effect and ±100 for the full control effect; potency is read from the fitted curve at half-maximal effect.

SMILES	p53ts 39C kill	Peg3 imprint	IkB sig inh	p53ts 32C tox
CC(C)(C)c1ccc(-c2nnc(SCC(=O)O)n2N)cc1	?	3%	-0.7%	?
COc1ccccc1CNc1cc(-c2ccccc2)nc2nncn12	-13%	-20%[10.9 µM]	?	2%
CC(C)Oc1ccc(C(CC(=O)O)NC(=O)CSc2ncn[nH]2)cc1 (configuration not stated)	-3%	-6%	-0.8%	-9%
CCc1ccc(S(=O)(=O)c2cn(CC(=O)Nc3ccc(F)c(Cl)c3)c3ccccc3c2=O)cc1	-12%	-13%[10.9 µM]	?	3%
O=C(CCn1c(=O)sc2ccccc21)NCCCn1ccnc1	-7%	-7%	0.0%	-11%
COc1cccc(CNC(=O)CN(C)S(=O)(=O)c2ccc3c(c2)c(=O)n(C)c(=O)n3C)c1	-3%	8%[10.9 µM]	0.8%	4%
COc1ccc(CCC(=O)NCc2ccc3c(c2)CCN3C(=O)c2ccc(C)cc2)cc1	-15%	-16%[10.9 µM]	?	-25%
CCc1ccc(CNC(=O)c2ccc(-c3nc(CS(=O)(=O)c4ccccc4)c(C)o3)cc2)cc1	-19%	-6%[10.9 µM]	?	-9%
Clc1ccc(CSC2=NCCCN2)cc1Cl	-17%	-22%	0.3%	-5%
COc1ccc(NC(=O)c2ccc3c(=O)n4nc(Nc5ccccc5C)sc4nc3c2)cc1Cl	7.9µM*	25%[10.9 µM]	?	10µM*
COc1ccccc1NC(=O)N(Cc1nnc2n1CCCCC2)c1ccc(F)cc1	6%	-3%[10.9 µM]	-0.5%	16%
Cc1c(C(=O)OCC(=O)N2c3ccccc3CC2C)oc2ccccc12 (configuration not stated)	-6%	-4%	1.8%	-4%
Fc1cccc(CSc2nc3ccncc3[nH]2)c1	10µM*	-20%	-3.6%	5µM*
CO[C@@H]1/C=C\CC(=O)N[C@@H](C)C(=O)OC[C@@H](OC)[C@H](C)CCCC(=O)OC[C@H]1C	-1%[9.22 µM]	/	/	1%[9.22 µM]
Cc1nc2ccc(S(=O)(=O)NC(CC(C)C)C(=O)NCc3ccc(Cl)cc3)cc2s1 (configuration not stated)	-12%	-6%[10.9 µM]	?	5%
O=C(Nc1cccc(Cl)c1)c1ccc2nc(CCc3ccccc3)oc2c1	-15%	-26%[10.9 µM]	?	-5%
Cc1ccc(S(=O)(=O)c2cc3c(=O)n4ccccc4nc3n(Cc3ccco3)c2=N)cc1	8%	-4%	0.5%	6%
Cc1ccc(C)c(OCC(O)CN2CCCCC2C)c1 (configuration not stated)	-22%	-15%	0.3%	-13%
CCCCn1c(SCc2ncc(-c3ccccc3)o2)nc2cc(S(N)(=O)=O)ccc21	-9%	-16%	?	22%
CCCOc1ccc(C(CC(=O)O)NC(=O)c2ccc3c(c2)OCO3)cc1 (configuration not stated)	-12%	-8%	1.1%	-11%
CCOC(=O)/C=C(\C)Nc1cc(C)nn1-c1ccccc1	12%	-21%	-0.6%	-3%
CCOCCCn1c(=N)c(C(=O)NCc2cccnc2)cc2c(=O)n3ccccc3nc21	-2%	-14%[10.9 µM]	-0.5%	-12%
CCNc1ncc2nc(-c3ccccc3)c(=O)n(Cc3cccc(OC)c3)c2n1	-13%	?	-2.6%[11.4 µM]	-10%
COc1cccc(-c2cc(C(F)(F)F)nc(N3CCCCC3)n2)c1	15%	-9%	1.6%	7%
CCOC(=O)N1CCN(C(=O)c2cc(-c3ccc(OCC)cc3)nc3ccccc23)CC1	10µM*	-17%	-0.3%	5µM*
COCCNC(=O)c1cc(-c2cccs2)on1	-13%	-51%[inhibitor]	?	-18%
CN(C)CCNC(=O)c1ccc2nc(Cc3ccccc3)oc2c1	?	-14%[10.9 µM]	1.5%	-9%
CC(=O)c1c(C)n(CC(=O)NCc2ccc3c(c2)OCO3)c2ccccc12	-1%	-9%	?	-10%
CC(C)Cn1c(N)c(C(=O)COC(=O)c2ccc3c(c2)OCCO3)c(=O)n(C)c1=O	-12%	-18%	?	2%
Cc1ccc(-n2ncc3c(Nc4ccc(Oc5ccccc5)cc4)ncnc32)c(C)c1	0%	?	-1.9%	6%

16 neighbouring entries already listed:
SMILES	p53ts 39C kill	Peg3 imprint	IkB sig inh	p53ts 32C tox
CC(C)(C)c1ccc(-c2nnc(SCC(=O)O)n2N)cc1	?	3%	-0.7%	?
COc1ccccc1CNc1cc(-c2ccccc2)nc2nncn12	-13%	-20%[10.9 µM]	?	2%
CC(C)Oc1ccc(C(CC(=O)O)NC(=O)CSc2ncn[nH]2)cc1 (configuration not stated)	-3%	-6%	-0.8%	-9%
CCc1ccc(S(=O)(=O)c2cn(CC(=O)Nc3ccc(F)c(Cl)c3)c3ccccc3c2=O)cc1	-12%	-13%[10.9 µM]	?	3%
O=C(CCn1c(=O)sc2ccccc21)NCCCn1ccnc1	-7%	-7%	0.0%	-11%
COc1cccc(CNC(=O)CN(C)S(=O)(=O)c2ccc3c(c2)c(=O)n(C)c(=O)n3C)c1	-3%	8%[10.9 µM]	0.8%	4%
COc1ccc(CCC(=O)NCc2ccc3c(c2)CCN3C(=O)c2ccc(C)cc2)cc1	-15%	-16%[10.9 µM]	?	-25%
CCc1ccc(CNC(=O)c2ccc(-c3nc(CS(=O)(=O)c4ccccc4)c(C)o3)cc2)cc1	-19%	-6%[10.9 µM]	?	-9%
Clc1ccc(CSC2=NCCCN2)cc1Cl	-17%	-22%	0.3%	-5%
COc1ccc(NC(=O)c2ccc3c(=O)n4nc(Nc5ccccc5C)sc4nc3c2)cc1Cl	7.9µM*	25%[10.9 µM]	?	10µM*
COc1ccccc1NC(=O)N(Cc1nnc2n1CCCCC2)c1ccc(F)cc1	6%	-3%[10.9 µM]	-0.5%	16%
Cc1c(C(=O)OCC(=O)N2c3ccccc3CC2C)oc2ccccc12 (configuration not stated)	-6%	-4%	1.8%	-4%
Fc1cccc(CSc2nc3ccncc3[nH]2)c1	10µM*	-20%	-3.6%	5µM*
CO[C@@H]1/C=C\CC(=O)N[C@@H](C)C(=O)OC[C@@H](OC)[C@H](C)CCCC(=O)OC[C@H]1C	-1%[9.22 µM]	/	/	1%[9.22 µM]
Cc1nc2ccc(S(=O)(=O)NC(CC(C)C)C(=O)NCc3ccc(Cl)cc3)cc2s1 (configuration not stated)	-12%	-6%[10.9 µM]	?	5%
O=C(Nc1cccc(Cl)c1)c1ccc2nc(CCc3ccccc3)oc2c1	-15%	-26%[10.9 µM]	?	-5%

New compounds follow:
SMILES	p53ts 39C kill	Peg3 imprint	IkB sig inh	p53ts 32C tox
O=c1c2cnn(-c3ccccc3Cl)c2ncn1Cc1cccnc1	-1%	-12%	0.0%	-6%
CCOc1cc2sc(N3CCC(C(=O)Nc4ccc(C)cc4)CC3)nc2cc1Br	-16%	-4%[10.9 µM]	?	2%
Cc1ccc(Oc2c(C(F)(F)F)oc3cc(OCC(=O)NC4CCCCC4)ccc3c2=O)cc1	?	-12%[10.9 µM]	?	-2%
O=C(CC1(O)CCCCC1)OC1CCCC1	5%[9.22 µM]	-40%[inhibitor][10.9 µM]	-0.5%[11.4 µM]	-6%[9.22 µM]
CCCCN1C(=O)NC2NC(=O)NC21 (configuration not stated)	13%	/	/	4%
Cc1ccc(-n2cnc3scc(-c4cccs4)c3c2=O)cc1	5%	/	/	3%
O=C(CNS(=O)(=O)c1ccccc1)NCc1ccccn1	-8%	-5%	2.5%	4%
O=C(CC1Sc2ccccc2NC1=O)Nc1cccc(-c2nnc3n2CCCCC3)c1 (configuration not stated)	-11%	-10%	3.2%	-2%
CCOC1=NC(C(=O)O)c2ccccc2/C(=C(/C)Cl)N1 (configuration not stated)	8%	-2%	?	17%
C=CCN1C(=O)C2C(C(=O)NC)C3C=CC2(O3)C1C(=O)NCc1ccc(OC)cc1 (configuration not stated)	4%	-1%	0.6%	12%
CCc1ccc2c(CN3CCN(S(=O)(=O)c4ccc5c(c4)OCCO5)CC3)cc(=O)oc2c1	4%	-14%	0.2%	-3%
CC(=O)Nc1ccc(NS(=O)(=O)c2cc(Br)cc3c2N(C(=O)C2CC2)CC3)cc1	3%	7%[10.9 µM]	-0.4%	15%
Cc1ccc(NC2CC(=O)N(c3ccc(N4CCCCC4)cc3)C2=O)cc1 (configuration not stated)	3%	4%	-0.3%	4%
C[C@H](NC(=O)OC(C)(C)C)c1nnc(SCc2ccc(Cl)cc2Cl)o1	-12%	-15%[10.9 µM]	?	3%
CCc1c(C)sc2c1CCN(C(=O)Nc1ccccc1C(=O)OC)C2c1ccc(F)cc1 (configuration not stated)	-15%	-7%[10.9 µM]	-0.4%	0%
COc1ccc(CCNc2nnc(Sc3nnnn3-c3ccccc3)s2)cc1OC	8%	-28%	?	-7%
O=C(Nc1cccc(-n2cnnn2)c1)c1ccco1	3%	0%	0.9%	12%
Cc1ccc(Cn2nnc3c(=O)[nH]c(C4CCN(C(=O)Cc5ccccc5F)CC4)nc32)cc1	5%	-14%[10.9 µM]	?	3%
CCc1ccccc1S(=O)(=O)Cc1ccc(C(=O)N2CCN(c3ccccn3)CC2)o1	-5%	-21%	0.4%	?
O=C(CN1C(=O)c2ccccc2S1(=O)=O)NCCC1=CCCCC1	-1%	5%	-5.2%	-6%

3 compounds already listed, arranged by the number in Peg3 imprint, largest number first.
structure	Peg3 imprint
Cc1ccc(NC2CC(=O)N(c3ccc(N4CCCCC4)cc3)C2=O)cc1 (configuration not stated)	4%
CCc1ccccc1S(=O)(=O)Cc1ccc(C(=O)N2CCN(c3ccccn3)CC2)o1	-21%
COc1ccc(CCNc2nnc(Sc3nnnn3-c3ccccc3)s2)cc1OC	-28%

Later entries:
SMILES	p53ts 39C kill	Peg3 imprint	IkB sig inh	p53ts 32C tox
COc1ccc(Cn2c(=O)sc3ccccc32)cc1	-8%	-15%	4.1%	-6%
CCCC(C(=O)NC1CCCC1)N(Cc1cccs1)C(=O)c1snc(C(N)=O)c1N (configuration not stated)	1%	/	-0.3%	-7%
COc1ccccc1C(=O)n1nc(-c2ccccc2)nc1NCc1ccco1	1%	-16%	1.4%	13%
O=C(CN1C(=O)C2(SCC(=O)N2c2ccc(F)cc2)c2ccccc21)NC1CCCCC1 (configuration not stated)	24%	5%[10.9 µM]	?	-6%
Cc1ccc(-n2c(=O)c3ccc(C(=O)NCc4ccco4)cc3n(CC(=O)Nc3ccc(C)c(F)c3)c2=O)cc1	?	-8%[10.9 µM]	2.3%	-1%
COc1ccc(NC(=O)Nc2cc(C)ccc2OC(F)F)c(OC)c1	14%	9%	1.1%	3%
CN(C)c1ncc2nc(-c3cccc(C#N)c3)c(=O)n(C)c2n1	11%	-2%	0.6%[11.4 µM]	6%
CCOC(=O)N1CCN(C(=O)c2cccc(-n3c(=S)[nH]c4cc(Cl)ccc4c3=O)c2)CC1	-19%	-6%	0.0%	12%
CCOc1ccc2nc(SCC(=O)N3CCCCCC3)c(C#N)cc2c1	4%	-8%	-1.1%	-6%
Cc1ccc(OCC(=O)Nc2ccc3nc(SCC(=O)N(C)c4ccccc4)sc3c2)cc1	18%	-8%[10.9 µM]	?	14%
COc1ccc(CNC(=O)c2cnn(-c3ccc(OC)cc3)c2C2CCN(C(=O)OC(C)(C)C)CC2)cc1	?	-6%[10.9 µM]	?	14%
CCOc1ccc(NC(=O)c2cnc3ccccn3c2=O)cc1	-23%	-22%[10.9 µM]	-0.8%	-2%
Cc1ccc(C(=O)NCCc2ccc(S(N)(=O)=O)cc2)cc1-n1cnc2cccnc21	-24%	-2%[10.9 µM]	?	4%
O=C(CN1CCN(c2ccc(Cl)cc2)CC1)Nc1ccc(Cl)c(C(F)(F)F)c1	-14%	7%[10.9 µM]	-0.4%	15%

Compound activity: PubChem, National Center for Advancing Translational Sciences (NCATS)
